TDP1 cell CPT = qHTS for Inhibitors of human tyrosyl-DNA phosphodiesterase 1 (TDP1): qHTS in cells in presence of CPT | chicken DT40 Tdp1-/-;hTDP1 cells + 20 nM CPT, ATP luminescence, 48 h | Potency, µM (titrated, usually from 46.2 µM), inactives show at the highest dose activity change, negative = growth inhibition, hits mostly inhibitors | actives 12% (n = 420,000); also: nearly all actives have a fitted effect of over 55% in size
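Chicken DT40 Tdp1-/- cells stably complemented with human TDP1 were seeded at 400 cells/well in medium containing 20 nM camptothecin, exposed to pin-transferred compounds, and grown at 37 °C for at least 48 hr. Viability was read as ATP luminescence.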
TDP1 inh = qHTS Assay for Inhibitors of Tyrosyl-DNA Phosphodiesterase (TDP1). Potency, µM (highest dose often 130 µM), inactives show at the highest dose activity change, negative = inhibition, hits mostly inhibitors. Tyrosyl-DNA phosphodiesterase 1 (Homo sapiens), Q9NUW8. recombinant TDP1, AlphaScreen DNA substrate cleavage. actives 0.28% (n = 350,000); also: nearly all actives have a fitted effect of over 40% in size
Target sequence (Q9NUW8 whole entry, looked up): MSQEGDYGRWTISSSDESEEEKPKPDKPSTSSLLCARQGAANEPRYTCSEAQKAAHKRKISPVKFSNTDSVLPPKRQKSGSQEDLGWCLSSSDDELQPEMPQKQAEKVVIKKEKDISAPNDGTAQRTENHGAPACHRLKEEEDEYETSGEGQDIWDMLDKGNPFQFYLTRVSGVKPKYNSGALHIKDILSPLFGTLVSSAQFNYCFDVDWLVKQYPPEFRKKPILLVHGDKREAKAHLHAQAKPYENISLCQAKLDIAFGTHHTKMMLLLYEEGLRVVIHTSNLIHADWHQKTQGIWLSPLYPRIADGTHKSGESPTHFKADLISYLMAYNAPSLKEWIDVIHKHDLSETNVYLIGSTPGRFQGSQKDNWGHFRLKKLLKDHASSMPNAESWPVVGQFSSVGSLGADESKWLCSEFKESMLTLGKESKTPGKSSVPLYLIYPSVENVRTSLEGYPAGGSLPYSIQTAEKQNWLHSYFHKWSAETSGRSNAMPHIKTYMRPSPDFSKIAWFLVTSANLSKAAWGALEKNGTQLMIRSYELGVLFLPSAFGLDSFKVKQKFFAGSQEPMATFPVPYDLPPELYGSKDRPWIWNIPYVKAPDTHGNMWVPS
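Steps: enzyme plus compound, 15 min RT; add biotin/phosphotyrosine-FITC oligonucleotide (15 nM final), react 5 min; add donor/acceptor beads (10 ug/ml final), 10 min; read AlphaScreen. Tdp1 at 1 nM final.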
TDP1 cell noCPT = qHTS for Inhibitors of human tyrosyl-DNA phosphodiesterase 1 (TDP1): qHTS in cells in absence of CPT; actives 15% (n = 420,000); DT40 Tdp1-/- hTDP1 cells, no CPT, ATP luminescence, 48 h; Potency, µM (top dose mostly 46.2 µM), for the others: at the highest dose activity change, negative = growth inhibition, most hits filed as inhibitors; also: nearly all actives have a fitted effect of over 55% in size
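Chicken DT40 Tdp1-/- cells stably complemented with human TDP1 were seeded at 400 cells/well with DMSO in place of 20 nM camptothecin. After compound pinning, cells grew at least 48 hr at 37 °C; viability read by CellTiter-Glo luminescence.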
* = called active by the depositor. Calls follow the shape of the dose curve; as a rule, active = well fitted curve in the direction sought with a large enough effect; inconclusive = small, poorly fitted or top-dose-only effect, or another doubt; inactive = no such curve, though single readings can be large; an effect the other way counts as inactive or inconclusive. % is scaled to controls: 0 for no effect and ±100 for the full control effect; potency is read from the fitted curve at half-maximal effect. Rows were taken by chance. Share with any hit: about 18%.

The first three compounds (preview)
What do the screens show for `CC(C)NC(=O)c1onc(CSc2ccccc2F)c1C(=O)O`?
TDP1 cell CPT: -10%; TDP1 inh: 4%; TDP1 cell noCPT: -5%

What do the screens show for `Cc1ccc(S(=O)(=O)N(C)c2ccc(C(=O)NCC(c3ccco3)N(C)C)cc2)cc1` (configuration not stated)?
TDP1 cell CPT: inconclusive; TDP1 inh: 2%; TDP1 cell noCPT: inconclusive

How did O=C1OC(/C(=C\Nc2ccccc2)[N+](=O)[O-])c2ccccc21 (configuration not stated) do in these assays?
TDP1 cell CPT: -6%; TDP1 inh: -2%; TDP1 cell noCPT: -13%

All compounds of this part, from the first entry:
What do the screens show for `CC(C)NC(=O)c1onc(CSc2ccccc2F)c1C(=O)O`?
TDP1 cell CPT: -10%; TDP1 inh: 4%; TDP1 cell noCPT: -5%

What do the screens show for `Cc1ccc(S(=O)(=O)N(C)c2ccc(C(=O)NCC(c3ccco3)N(C)C)cc2)cc1` (configuration not stated)?
TDP1 cell CPT: inconclusive; TDP1 inh: 2%; TDP1 cell noCPT: inconclusive

How did O=C1OC(/C(=C\Nc2ccccc2)[N+](=O)[O-])c2ccccc21 (configuration not stated) do in these assays?
TDP1 cell CPT: -6%; TDP1 inh: -2%; TDP1 cell noCPT: -13%

How did O=C(CCCNC(=O)c1ccc(Cl)cc1)Nc1ccccc1C(F)(F)F do in these assays?
TDP1 cell CPT: -1%; TDP1 cell noCPT: -5%

Results for COc1ccccc1CNc1ccnc(-c2cccc(C#N)c2)n1 ?
TDP1 cell CPT: inconclusive; TDP1 cell noCPT: inconclusive

What do the screens show for `CC(C)(O)C#Cc1ccc(N2C(c3ccsc3)=Cc3ccc(F)cc3C2c2c[nH]c3ccccc23)cc1` (configuration not stated)?
TDP1 cell CPT: inconclusive; TDP1 cell noCPT: 18µM*

How did Cc1ccc(S(=O)(=O)NC(=O)c2ccc(-c3ccc(C)c4ccccc34)o2)cc1 do in these assays?
TDP1 cell CPT: inconclusive; TDP1 inh: -3%; TDP1 cell noCPT: inconclusive

What do the screens show for `CC1CCCCN1CC(O)COCc1ccc(Cl)cc1` (configuration not stated)?
TDP1 cell CPT: 0%; TDP1 inh: 3%; TDP1 cell noCPT: -1%

How did CC(C)(C)C(=O)c1cnc(Nc2ccccc2Cl)s1 do in these assays?
TDP1 cell CPT: -22%; TDP1 inh: 1%; TDP1 cell noCPT: -26%

What do the screens show for `COc1ccc2ccc3c(c2c1)N=C[C@]1(O3)N(C)c2ccccc2C1(C)C`?
TDP1 cell CPT: 18µM*; TDP1 inh: 7%; TDP1 cell noCPT: 10µM*

How did COCCn1ccc2c(OCC(=O)NCc3ccc(C)cc3)cccc2c1=O do in these assays?
TDP1 cell CPT: -5%; TDP1 cell noCPT: 0%

Results for CCOC(=O)[C@H]1[C@H]2COc3cc(OC)ccc3[C@@H]2N2C(=O)c3ccc(C)cc3NC(=O)[C@@]12C ?
TDP1 cell CPT: -1%; TDP1 inh: 0%; TDP1 cell noCPT: -14%

How did CCN(CC)S(=O)(=O)c1cc(-c2onc(C)c2C)ccc1OC do in these assays?
TDP1 cell CPT: inconclusive; TDP1 inh: 5%; TDP1 cell noCPT: inconclusive

What do the screens show for `COc1ccc(-c2nc3ccccc3c(=O)n2CCOc2ccccc2C)cc1`?
TDP1 cell CPT: inconclusive; TDP1 inh: -6%; TDP1 cell noCPT: 18µM*

What do the screens show for `Cc1cc(C)c(NC(=O)CSc2nccn2-c2cccc(Cl)c2)c(C)c1`?
TDP1 cell CPT: inconclusive; TDP1 inh: 5%; TDP1 cell noCPT: inconclusive

What do the screens show for `COc1ccc(CSc2nncn2C)cc1F`?
TDP1 cell CPT: -8%; TDP1 inh: 0%; TDP1 cell noCPT: 23%

What do the screens show for `N/C(=N\OC(=O)Cc1ccc(Cl)cc1)c1ccncc1`?
TDP1 cell CPT: 12%; TDP1 inh: -2%; TDP1 cell noCPT: -4%

How did COc1cccc(NC(=O)c2cccc3c(=O)c4c([nH]c23)CCCC4)c1 do in these assays?
TDP1 cell CPT: inconclusive; TDP1 inh: 9%; TDP1 cell noCPT: inconclusive

Results for O=S(=O)(c1ccc(Cl)cc1)N1CCN(c2ncnc3sccc23)CC1 ?
TDP1 cell CPT: 6.5µM*; TDP1 inh: -1%; TDP1 cell noCPT: 5.8µM*

What do the screens show for `CN(Cc1ccccc1)C(=O)CC(=O)N(C)Cc1ccccc1`?
TDP1 cell CPT: -2%; TDP1 inh: -3%; TDP1 cell noCPT: -25%

Results for CCc1ccccc1NC(=O)NNS(=O)(=O)c1cc(C)ccc1C ?
TDP1 cell CPT: -1%; TDP1 inh: 4%; TDP1 cell noCPT: 2%

Results for COc1ccc(CNc2nc(-c3ccc4c(c3)OCO4)nc3ccccc23)c(OC)c1 ?
TDP1 cell CPT: inconclusive; TDP1 cell noCPT: inconclusive

Results for CCc1cc(-c2n[nH]c(C)c2-c2nc3ccccc3s2)c(O)cc1OCC(=O)NN ?
TDP1 cell CPT: 1%; TDP1 inh: -2%; TDP1 cell noCPT: 4%

What do the screens show for `CCc1ccccc1NNC(=O)c1cc(C)on1`?
TDP1 cell CPT: -16%; TDP1 inh: 9%; TDP1 cell noCPT: inconclusive

What do the screens show for `Cc1cc(Cl)cc(Br)c1OCCCNCC(C)O` (configuration not stated)?
TDP1 cell CPT: -7%; TDP1 inh: 5%; TDP1 cell noCPT: inconclusive

How did CC(=O)Nc1ccc(S(C)(=O)=O)c(C)c1 do in these assays?
TDP1 cell CPT: -1%; TDP1 inh: -2%; TDP1 cell noCPT: -7%

What do the screens show for `CCC1=[N+]([O-])C(C)(/C(C)=N\O)N(O)C1(C)C` (configuration not stated)?
TDP1 cell CPT: -11%; TDP1 inh: -11%; TDP1 cell noCPT: 5%

Results for CCc1nc2ccc(C(=O)N3CCN(S(=O)(=O)CC)CC3)cn2c1N(C)CCC(C)C ?
TDP1 cell CPT: inconclusive; TDP1 cell noCPT: inconclusive

Results for N#C/C(=C\c1ccc(O)c(O)c1)C(=O)c1ccc(O)c(O)c1 ?
TDP1 cell CPT: -6%; TDP1 cell noCPT: inconclusive

What do the screens show for `CC(=O)Nc1ccc(C(=O)N2CCCCC2c2cc(C(=O)Nc3ccccc3Cl)no2)cc1` (configuration not stated)?
TDP1 cell CPT: -18%; TDP1 cell noCPT: -1%

How did CCc1ccccc1NC(=O)c1cc(S(=O)(=O)N2CCC(C)CC2)cn1C do in these assays?
TDP1 cell CPT: inconclusive; TDP1 inh: 1%; TDP1 cell noCPT: inconclusive

Results for Cc1ccc(C)c(NC(=O)c2ccc(S(=O)(=O)N(C)CC3CCCO3)cc2)c1 (configuration not stated) ?
TDP1 cell CPT: inconclusive; TDP1 cell noCPT: inconclusive

What do the screens show for `Cc1ccc(C(NC(=O)N2CCCC2)C(Cl)Cl)cc1F` (configuration not stated)?
TDP1 cell CPT: -11%; TDP1 inh: 5%; TDP1 cell noCPT: inconclusive

How did CCOc1cc(CNCCO)cc(Br)c1OCc1ccc(Cl)cc1Cl do in these assays?
TDP1 cell CPT: 16µM*; TDP1 inh: 6%; TDP1 cell noCPT: 15µM*

Results for O=C(COc1ccc(F)cc1)Nc1ccc2nc(SCc3ccccc3)sc2c1 ?
TDP1 cell CPT: inconclusive; TDP1 inh: 3%; TDP1 cell noCPT: inconclusive

How did CCOC(=O)c1cc(-c2ccccc2)n(CCC(=O)NCCc2ccccc2)c1C do in these assays?
TDP1 cell CPT: 21µM*; TDP1 inh: 9%; TDP1 cell noCPT: 16µM*

What do the screens show for `COc1cccc(Nc2ncc3nc(-c4cccs4)c(=O)n(-c4ccccc4)c3n2)c1`?
TDP1 cell CPT: -12%; TDP1 cell noCPT: inconclusive

What do the screens show for `COc1cc2ncnc(NCc3ccccc3Cl)c2cc1OC`?
TDP1 cell CPT: 21µM*; TDP1 inh: 5%; TDP1 cell noCPT: 13µM*

Results for O=C(COc1ncnc2sccc12)N1CCN(C(=O)c2ccco2)CC1 ?
TDP1 cell CPT: -3%; TDP1 cell noCPT: -1%

Results for CC(C)c1ccc(NC(=O)COC(=O)/C=C/c2cccc(Br)c2)cc1 ?
TDP1 cell CPT: -29%; TDP1 inh: 0%; TDP1 cell noCPT: inconclusive

An excerpt from above in order of length of the SMILES, largest number first.
Results for CCc1cc(-c2n[nH]c(C)c2-c2nc3ccccc3s2)c(O)cc1OCC(=O)NN ?
TDP1 cell CPT: 1%; TDP1 inh: -2%; TDP1 cell noCPT: 4%

What do the screens show for `CCC1=[N+]([O-])C(C)(/C(C)=N\O)N(O)C1(C)C` (configuration not stated)?
TDP1 cell CPT: -11%; TDP1 inh: -11%; TDP1 cell noCPT: 5%

What do the screens show for `Cc1cc(Cl)cc(Br)c1OCCCNCC(C)O` (configuration not stated)?
TDP1 cell CPT: -7%; TDP1 inh: 5%; TDP1 cell noCPT: inconclusive

Following part.
How did CN(CCOc1ccc(Cl)cc1)c1ccc(S(=O)(=O)N2CCCCC2)cn1 do in these assays?
TDP1 cell CPT: 18µM*; TDP1 inh: -2%; TDP1 cell noCPT: 23µM*

How did Cc1ccc(C)c(CN2C(=O)c3ccccc3Sc3ccc(C(=O)NCc4cccs4)cc32)c1 do in these assays?
TDP1 cell CPT: -30%; TDP1 inh: 3%; TDP1 cell noCPT: inconclusive

Results for O=c1oc(-c2ccc(Br)o2)nc2ccccc12 ?
TDP1 cell CPT: -26%; TDP1 inh: 2%; TDP1 cell noCPT: -27%

Results for COC(=O)c1cn[nH]c1NC(=S)Nc1ccccc1C ?
TDP1 cell CPT: -26%; TDP1 inh: 8%; TDP1 cell noCPT: -7%

How did CN1OC[C@@H]2CN(Cc3cc(Cl)cc(Cl)c3)[C@H](c3cccc(-c4ccccc4)c3)C[C@@H]21 do in these assays?
TDP1 cell CPT: -22%; TDP1 cell noCPT: 4%

What do the screens show for `O=c1c(-c2ccccc2)nc2cncnc2n1Cc1ccccc1`?
TDP1 cell CPT: inconclusive; TDP1 cell noCPT: inconclusive

Results for COc1ccc(C(=O)NC(=S)NC2CCCCC2)cc1 ?
TDP1 cell CPT: inconclusive; TDP1 inh: 10%; TDP1 cell noCPT: inconclusive

What do the screens show for `Cc1cc2c(NCC(C)O)ncnc2s1` (configuration not stated)?
TDP1 cell CPT: -23%; TDP1 cell noCPT: -23%

Results for Cc1ccc2nc(SCC(=O)Nc3cc(C)on3)[nH]c2c1 ?
TDP1 cell CPT: inconclusive; TDP1 inh: 0%; TDP1 cell noCPT: -24%

How did Cc1cc(C)nc(N2CCCC(C(=O)Nc3nnc(C(C)(C)C)s3)C2)n1 (configuration not stated) do in these assays?
TDP1 cell CPT: inconclusive; TDP1 inh: 0%; TDP1 cell noCPT: inconclusive

Results for c1cnc2c(-c3cccc4nccn34)cccc2c1 ?
TDP1 cell CPT: 0%; TDP1 cell noCPT: inconclusive

Results for O=C(NCc1nc2ccccc2[nH]1)c1ccc(Cl)c(S(=O)(=O)N2CCCC2)c1 ?
TDP1 cell CPT: -27%; TDP1 inh: 1%; TDP1 cell noCPT: inconclusive

What do the screens show for `O=c1c(-c2ccc(Br)cc2)[n+]([O-])c2ccccc2n1OCc1ccccc1`?
TDP1 cell CPT: 3%; TDP1 inh: 0%; TDP1 cell noCPT: -4%

How did Cc1ccc(NC(=O)CSc2nncn2C)c(C)c1 do in these assays?
TDP1 cell CPT: -22%; TDP1 inh: 6%; TDP1 cell noCPT: -15%

Results for CC1=C(C(=O)Nc2ccccc2C(=O)N2CCCCC2)SCCO1 ?
TDP1 cell CPT: -12%; TDP1 inh: 4%; TDP1 cell noCPT: 27%

How did COCP(=O)(c1ccccc1)c1ccccc1 do in these assays?
TDP1 cell CPT: -26%; TDP1 inh: -8%; TDP1 cell noCPT: -1%

Results for O=C(c1ccccc1)N1CCN(S(=O)(=O)c2cccs2)CC1 ?
TDP1 cell CPT: -8%; TDP1 inh: 3%; TDP1 cell noCPT: -2%

Results for O=C(NNC(=O)c1sccc1-n1cccc1)c1cccc(Cl)c1 ?
TDP1 cell CPT: -1%; TDP1 inh: 3%; TDP1 cell noCPT: -25%

Results for CCOC(=O)COc1ccc(-c2nnc(-c3ccccc3)o2)cc1 ?
TDP1 cell CPT: -25%; TDP1 inh: 0%; TDP1 cell noCPT: -24%

Results for COc1ccc(N2CCN(c3nc4c(C)cccn4c(=O)c3C=C(C#N)C#N)CC2)cc1 ?
TDP1 cell CPT: -9%; TDP1 cell noCPT: inconclusive

Results for CCS(=O)(=O)c1ccc(N=Nc2ccc(O)c3ncccc23)c(OC)c1 ?
TDP1 cell CPT: 1.8µM*; TDP1 inh: 7%; TDP1 cell noCPT: 1.3µM*

Source: PubChem (National Center for Advancing Translational Sciences (NCATS))
